Screens as filed in PubChem BioAssay.
M. tuberculosis HTS = M. tuberculosis growth inhibition, HTS (AID 449762); M. tuberculosis H37Rv growth inhibition, 7H9 media; higher % means a stronger effect; one-dose inhibition, % at 25 µM; IC50 in µM for titrated hits; actives 0.59% (n = 330,000); in the data active = a potency from the dose series; inconclusive = inhibition above about 70% without an active follow-up result;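 note: bacterial growth assessed after seven days of incubation; strong numbers were not always called active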
influenza NS1A = NS1A inhibition, H1N1 influenza, cell based functional assay (AID 504329); actives 0.3% (n = 340,000); NS1A functional cell-based assay, percent inhibition; higher % means a stronger effect; inhibition, % at 12.5 µM, or IC50 in µM where a hit was titrated; in the data active = a potency from the dose series; inconclusive = inhibition above about 27% without an active follow-up result; note: strong numbers were not always called active
PhoP GFP inhibition = PhoP regulon inhibitors, Salmonella typhi PhoP promoter GFP reporter, confirmatory (AID 1850); Salmonella Typhi PhoP-promoter GFP reporter, fluorescence, 4 h; higher % means a stronger effect; inhibition, % at 50 µM, or IC50 in µM where a hit was titrated; actives 0.33% (n = 310,000); in the data active = a potency from the dose series; inconclusive = inhibition mostly from about 25% at the one dose, without a potency; inactive = the rest, 99 in 100 with inhibition below about 19%;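 note: 0% = induced wells with vehicle and 100% = uninduced wells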
tuberculosis growth = growth inhibition of non-replicating M. tuberculosis (AID 488890); Mycobacterium tuberculosis non-replicating, growth inhibition; higher % means a stronger effect; one-dose inhibition, % at 25 µM; IC50 in µM for titrated hits; actives 0.39% (n = 320,000); in the data active = a potency from the dose series; inconclusive = inhibition mostly from about 82% at the one dose, without a potency; inactive = the rest, 99 in 100 with inhibition below about 76%;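 note: plate controls were DMSO cells for no effect and high antibiotic wells for full effect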
VEEV TC-83 Vero = inhibitors of VEEV TC-83 cytopathic effect, confirmation, Vero cells (AID 588727); Vero cells, VEEV TC-83 cytopathic effect inhibition; higher % means a stronger effect; one-dose inhibition, % at 20 µM; IC50 in µM for titrated hits; actives 0.13% (n = 350,000); in the data active = a potency from the dose series; inconclusive = inhibition mostly from about 14% at the one dose, without a potency; inactive = the rest, 99 in 100 with inhibition below about 12%; note: strong numbers were not always called active
VEEV TC-83 Vero 10K pilot screen = also measured in VEEV TC-83 Vero; calls as there; inhibition, %; measured here: 10K pilot screen inhibition
* hit, by the source's call; i = inactive; ? = inconclusive; . = no result given.

SMILES	M. tuberculosis HTS	influenza NS1A	PhoP GFP inhibition	tuberculosis growth	VEEV TC-83 Vero	others
O=C(N/N=C\c1ccc2c(c1)OCO2)c1ccc(Cn2cc(Br)c([N+](=O)[O-])n2)o1	6%	-2%	0%	12%	i
CCOC(=O)c1cnc2ccc(OCC)cc2c1NCc1cccnc1	30%	-7%	-2%	43%	5.9%
O=C(CC1C(=O)NCCN1C/C=C/c1ccccc1)NCCc1cnccn1 (stereo unspecified)	-6%	-2%	-10%	9%	1.2%
O=C(CC1C=Cc2ccccc2N1C(=O)c1ccccc1)c1ccccc1 (stereo unspecified)	10%	-4%	-9%	5%	1.9%
COc1ccc(NC(=O)CSc2nncs2)cc1OC	-8%	-4%	-8%	-7%	2.4%
COc1ccc(OCC(O)Cn2c(=N)n(CCN3CCCCC3)c3ccccc32)cc1 (stereo unspecified)	?	4%	21%	0%	0.3%
Cc1ccc(S(=O)(=O)N2CCCC2C(=O)O)cc1 (stereo unspecified)	0%	-20%	5%	-7%	2.6%
CC(OC(=O)[C@@H](NC(=O)OCc1ccccc1)C(C)C)C(=O)Nc1ccc(N2CCOCC2)cc1 (stereo partly specified)	.	2%	.	.	8.8%
CC(C)(C)n1nnnc1C(c1ccccc1)N1CCc2ccccc2C1 (stereo unspecified)	-3%	-4%	3%	-11%	3.0%
COc1cccc(C(=O)N2CCC(n3nccc3NC(=O)CCOc3ccccc3)CC2)c1	4%	-2%	-20%	5%	2.0%
O=C(CCC(=O)Nc1ccc(F)cc1)N/N=C/c1ccc(F)cc1	-1%	-2%	-17%	-8%	0.2%
CN(C)C(=O)N1CCNCC1	2%	-7%	3%	-5%	0.6%
CCOc1ccc(CN2CCNC(=O)C2CC(=O)NCc2csc(C(C)C)n2)cc1 (stereo unspecified)	.	-6%	.	.	0.7%
Cc1ccc(Oc2nc3ccccn3c(=O)c2/C=C(\C#N)C(=O)Nc2c(C)n(C)n(-c3ccccc3)c2=O)c(C)c1	1%	8%	16%	3%	?
O=C(O)C1(O)C[C@@H](O)C(O)[C@H](O)C1 (stereo partly specified)	.	-5%	.	.	0.1%
COCCn1cnc2c(c1=O)c1nc3ccccc3nc1n2/N=C/c1ccc(OC)c(OC)c1	3%	-15%	-8%	29%	31%
COc1ccc2c(c1)[nH]c1c(=O)n(/N=C/c3ccc(OC)c(CN4CCCCC4)c3)cnc12	1%	19%	2%	68%	9.2%
Cc1ccc(CC(=O)NCc2ccc3c(c2)OCO3)cc1	12%	2%	-2%	7%	0.1%
CCc1ccc(CNC(=O)CCC(=O)n2ncc3cc(C)ccc32)cc1	-9%	-4%	-1%	10%	i	VEEV TC-83 Vero 10K pilot screen=0.1
C=CCSc1nnc2c(n1)OC(c1c(C)[nH]n(-c3ccccc3)c1=O)Nc1ccccc1-2 (stereo unspecified)	6%	-15%	-2%	32%	1.4%
O=C1CNC(=S)N1CCCc1ccccc1	2%	-1%	-7%	71%	1.9%
CCCCCC1CCC(C(=O)NCCN2CCOCC2)CC1 (stereo unspecified)	1%	-6%	-16%	54%	1.4%
COc1ccc(-c2ccnc3nc(N4CCN(c5ccccc5)CC4)nn23)cc1	36µM*	0%	1%	22%	i
COc1cc(C2NC(=S)NC(C)=C2C(=O)c2ccccc2)ccc1O (stereo unspecified)	1%	0%	-6%	2%	2.2%
Cc1nn(-c2ccccc2)c(C)c1-c1cc(C(=O)N/N=C/c2cccnc2)[nH]n1	59%	.	12%	-7%	.
Nc1nonc1-n1nnc(C(=O)N/N=C/c2ccc(O)cc2)c1CN1CCCCCC1	-3%	6%	-10%	31%	i
Cc1cc(OCc2cc(C(=O)N(C)CCCN3CCOCC3)no2)cc(C)c1Cl	7%	2%	-2%	55%	0.2%
COc1ccc(NC(=O)C23CCC(C2)C(C)(C)C3=O)cc1 (stereo unspecified)	-8%	5%	1%	-6%	i
O=C(O)c1ccc(N/N=C/c2ccc(OC(=O)c3cccc(Cl)c3)cc2)cc1	7%	0%	0%	?	0.4%
COc1ccc(C(=O)Nc2ccc(S(=O)(=O)N3CCN(C)CC3)cc2)cc1	-6%	-19%	7%	-3%	2.7%
CC(C)c1ccc(NC(=O)CN2CCN(c3ccccn3)CC2)cc1	-1%	-2%	-2%	42%	0.6%
Cc1ccc(NC(=O)c2ccc(Cl)c(S(=O)(=O)N3CCCC3)c2)nc1	0%	-5%	5%	23%	9.1%
COc1cccc2sc(N)nc12	-8%	5%	.	33%	1.6%
CCCCNC(=O)c1cn(CC)c2ccc(S(=O)(=O)N3CCCCCC3)cc2c1=O	-6%	5%	-5%	-3%	2.5%
CCCC12CN3CCN(CC(C3)/C1=N\NC(=O)Nc1ccccc1)C2	2%	3%	0%	-4%	0.7%
FC(F)(F)c1cc(-c2ccco2)nc(-n2nc(C(F)(F)F)cc2C2CC2)n1	-4%	-6%	-2%	14%	i
CCN1/C(=C\C(=S)Nc2ccccc2)Sc2ccccc21	-3%	12%	-2%	51%	i
COc1ccc(NS(=O)(=O)N2CCOCC2)cc1	-2%	-8%	1%	0%	0.3%
Cc1noc(C)c1NC(=O)Nc1cccc2c1O[C@H](CN(C)C(=O)Nc1ccc(C(F)(F)F)cc1)[C@@H](C)CN([C@H](C)CO)C2=O	-2%	12%	.	6%	1.3%
COc1cc(/C=N/NC(=O)c2ccc(Cl)cc2)ccc1OCC(=O)N1CC(C)OC(C)C1 (stereo unspecified)	5%	1%	2%	14%	5.4%
CC(C)(C)c1ccc(NC(=O)COC(=O)C2=COCCO2)cc1	?	-10%	0%	-14%	i
Clc1ccc(-c2cc(CN3CCOCC3)no2)cc1	-2%	16%	5%	52%	0.2%
N#Cc1cn(-c2ccccc2)nc1-c1ccccc1	-4%	-4%	6%	4%	0.4%
CCC(C)C(NC(=O)c1ccc(Cl)cc1)C(=O)Nc1cccnc1 (stereo unspecified)	6%	-14%	9%	24%	0.1%
C=CCNC(=O)CN(c1ccccc1OCC)S(=O)(=O)c1ccc(C)cc1	-4%	3%	5%	6%	0.2%	VEEV TC-83 Vero 10K pilot screen=1.0
N#CCCn1nc(-c2ccc([N+](=O)[O-])cc2)cc1Nc1ccccc1NC(=O)C(F)(F)F	-5%	-7%	-10%	22%	1.1%
C/C(N)=C(/C#N)C(=O)CSc1nc2ccc(C)cc2[nH]1	-13%	18%	-9%	2%	3.0%
CC(C)(C)NC(=O)C(c1ccccc1)N(C(=O)c1ccco1)C1CC1 (stereo unspecified)	11%	2%	-10%	19%	2.2%
CCOC(=O)c1c(NC(=O)C2C3C=CC(C3)C2C(=O)O)sc2c1CCC(C)C2 (stereo unspecified)	-8%	-3%	-1%	3%	2.2%
CSc1ccc2c(c1)N(CCC1CCCCN1C)c1ccccc1S2 (stereo unspecified)	?	25%	74µM*	?	0.1%
O=C(c1ccc2c(c1)C(=O)N(Cc1ccco1)C2=O)N1CCOCC1	1%	0%	-8%	-3%	1.9%
CC(C)C(C)NC(=O)CSc1nc2scc(-c3ccco3)c2c(=O)n1-c1ccccc1 (stereo unspecified)	-4%	-16%	-7%	22%	7.2%
CC(C)C[C@@H](CSc1ccccc1)N1CCN(C)CCC1=O	1%	-1%	5%	0%	0.5%
Cc1ccc(N(C(=O)c2ccco2)C2C=CS(=O)(=O)C2)cc1 (stereo unspecified)	2%	-14%	10%	7%	i
CCOc1ccc(-c2c(C(=O)N/N=C/c3ccoc3)nnn2-c2nonc2N)cc1	0%	8%	-35%	3%	1.9%
COc1ccc(NC(=O)C2CC(=O)N/C(=N/NC(=O)c3ccc(Cl)cc3)S2)cc1 (stereo unspecified)	9%	-21%	10%	0%	0.8%
CCOC(=O)C1=C(c2ccccc2)NC(=O)NC1c1ccc(N(C)C)cc1 (stereo unspecified)	1%	7%	17%	2%	0.7%
CS(=O)(=O)N1CCc2cc(C(=O)N3CCN(c4ccccc4)CC3)ccc21	-5%	-8%	-12%	-10%	3.4%
O=C1c2ccccc2NC(c2cccc(O)c2)N1Cc1ccco1 (stereo unspecified)	4%	-10%	-14%	13%	2.5%
CCc1cc2c(C)cc(=O)oc2cc1OC(=O)C1CCCN1C(=O)OC(C)(C)C (stereo unspecified)	6%	.	-5%	43%	.

By substructure, those above with fluorine (4)
SMILES	M. tuberculosis HTS	influenza NS1A	PhoP GFP inhibition	tuberculosis growth	VEEV TC-83 Vero	others
O=C(CCC(=O)Nc1ccc(F)cc1)N/N=C/c1ccc(F)cc1	-1%	-2%	-17%	-8%	0.2%
FC(F)(F)c1cc(-c2ccco2)nc(-n2nc(C(F)(F)F)cc2C2CC2)n1	-4%	-6%	-2%	14%	i
Cc1noc(C)c1NC(=O)Nc1cccc2c1O[C@H](CN(C)C(=O)Nc1ccc(C(F)(F)F)cc1)[C@@H](C)CN([C@H](C)CO)C2=O	-2%	12%	.	6%	1.3%
N#CCCn1nc(-c2ccc([N+](=O)[O-])cc2)cc1Nc1ccccc1NC(=O)C(F)(F)F	-5%	-7%	-10%	22%	1.1%

The list continues:
SMILES	M. tuberculosis HTS	influenza NS1A	PhoP GFP inhibition	tuberculosis growth	VEEV TC-83 Vero	others
Cc1onc(-c2ccccc2Cl)c1C(=O)Nc1nn[nH]n1	12%	-12%	-13%	42%	0.4%
Cc1cc(-c2csc(N)n2)c(C)n1-c1ccccc1	41%	1%	4%	46%	0.9%
Cc1cccc(N2CCN(S(=O)(=O)c3ccc4c(c3)OCCO4)CC2)c1C	3%	13%	16%	56%	i
COc1ccc(NC(=O)CSc2nnc(Cc3ccccc3)c(=O)n2N)c(OC)c1	-8%	-8%	-6%	45%	1.7%
COc1ccc(NC(=O)COc2ccc(C(=O)NC3CCCc4ccccc43)cc2OC)cc1 (stereo unspecified)	3%	-9%	-10%	24%	0.0%
O=C(Nc1nc2c(s1)COc1ccccc1-2)c1cccs1	-2%	-27%	-11%	75%	5.9%
O=C(OCn1nnc2ccccc2c1=O)c1cccnc1Cl	44%	-2%	-3%	53%	1.7%
COc1cc(NC(=O)c2ccco2)c(OC)cc1NC(=O)CCC(=O)Nc1cc(C)cc(C)c1	-5%	7%	2%	5%	1.1%
COC(=O)c1ccc2c(c1)NC(=O)C(N(CC(C)C)CC(C)C)S2 (stereo unspecified)	7%	11%	0%	0%	3.8%
CCC(CO)NCc1ccccc1OC(C)C (stereo unspecified)	-1%	-7%	6%	-10%	0.2%
COc1cccc(NC(=O)c2ccccc2-c2nc(-c3ccc(Cl)cc3)no2)c1	6%	-10%	-17%	6%	6.8%
COC(=O)[C@@H]1C[C@@]1(C)[C@@H](NP(=O)(c1ccccc1)c1ccccc1)c1ccccc1	1%	-5%	7%	10%	0.3%
C=C(C)Cn1c(SCC(=O)N/N=C/c2ccccc2)nc2ccccc2c1=O	0%	5%	3%	5%	i
CCc1ccccc1NC(=O)CSc1nnc([C@@H](NC(=O)OC(C)(C)C)C(C)C)o1	-7%	-3%	-2%	26%	2.6%
FC(F)(F)c1cccc(Nc2nc(N3CCCC3)nc(N3CCCC3)n2)c1	?	-4%	8%	-14%	3.8%

Arranged by count of non-hydrogen atoms (smallest number first): three of the compounds above.
SMILES	M. tuberculosis HTS	influenza NS1A	PhoP GFP inhibition	tuberculosis growth	VEEV TC-83 Vero	others
O=C(OCn1nnc2ccccc2c1=O)c1cccnc1Cl	44%	-2%	-3%	53%	1.7%
C=C(C)Cn1c(SCC(=O)N/N=C/c2ccccc2)nc2ccccc2c1=O	0%	5%	3%	5%	i
COc1ccc(NC(=O)CSc2nnc(Cc3ccccc3)c(=O)n2N)c(OC)c1	-8%	-8%	-6%	45%	1.7%

Following part:
SMILES	M. tuberculosis HTS	influenza NS1A	PhoP GFP inhibition	tuberculosis growth	VEEV TC-83 Vero	others
O=C(/C=C/c1ccco1)Nc1ccc(Cl)c(S(=O)(=O)N2CCOCC2)c1	-12%	9%	-10%	-2%	2.2%
CC(C)C1OC2(C)OC(=N)C1(C#N)C(C#N)(C#N)C2c1ccccc1 (stereo unspecified)	-3%	0%	11%	7%	?
Cc1nc(N2N=C3/C(=C/c4ccc(F)cc4)CCCC3C2c2ccc(F)cc2)sc1C(=O)N(C)C (stereo unspecified)	?	-8%	4%	26%	i
CCC(C)C(N)C(=O)N1CCCC1C(=O)NC(C(=O)O)C(C)CC (stereo unspecified)	.	-7%	.	.	1.8%
CCN(CC)c1ccc(C=Nc2ccc(C)cc2)c(O)c1	0%	-1%	-1%	37%	6.4%
Cc1c(Cl)cnc(NC(=O)COC(=O)c2cccs2)c1Cl	-4%	-5%	.	65%	2.3%

For convenience, part of the list above:
SMILES	M. tuberculosis HTS	influenza NS1A	PhoP GFP inhibition	tuberculosis growth	VEEV TC-83 Vero	others
O=C(/C=C/c1ccco1)Nc1ccc(Cl)c(S(=O)(=O)N2CCOCC2)c1	-12%	9%	-10%	-2%	2.2%
CC(C)C1OC2(C)OC(=N)C1(C#N)C(C#N)(C#N)C2c1ccccc1 (stereo unspecified)	-3%	0%	11%	7%	?
